# Assay outcomes (PubChem)
# NSD2 inh – inhibitors of human histone methyltransferase NSD2 | NSD2 peptide methylation, AlphaScreen, 120 min | inhibition, % at 12.5 µM | 310,000 tested, 0.54% active; in the data active = inhibition above about 50%
# RTF Ca sens act – cardiac RTF calcium sensitization; IANBD-labeled TnC RTF fluorescence at EC20 calcium; 0% EC20 calcium, 100% full calcium; 340,000 tested, 0.24% active; activation, % at 7.2 µM; AID 493008;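 active = activation above the mean over all tested compounds plus 3 SD, cut at about 30% in these data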;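 also: rise in fluorescence read as greater calcium sensitivity of cardiac thin filaments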
# Keap1 Nrf2 FP – Keap1-Nrf2 (human) interaction inhibition; Q14145; Keap1 Kelch-Nrf2 peptide fluorescence polarization, 1536-well; inhibition, % at 9.4 µM; 340,000 tested, 0.15% active; AID 504523; in the data active = inhibition above about 12%;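 also: human Keap1 Kelch domain with fluorescein labeled Nrf2 9mer peptide probe; 0% = neutral control wells and 100% = peptide positive control; higher means more block of Keap1 binding to Nrf2 peptide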
# Target sequence (Q14145 whole entry, looked up, the tested form may be a part): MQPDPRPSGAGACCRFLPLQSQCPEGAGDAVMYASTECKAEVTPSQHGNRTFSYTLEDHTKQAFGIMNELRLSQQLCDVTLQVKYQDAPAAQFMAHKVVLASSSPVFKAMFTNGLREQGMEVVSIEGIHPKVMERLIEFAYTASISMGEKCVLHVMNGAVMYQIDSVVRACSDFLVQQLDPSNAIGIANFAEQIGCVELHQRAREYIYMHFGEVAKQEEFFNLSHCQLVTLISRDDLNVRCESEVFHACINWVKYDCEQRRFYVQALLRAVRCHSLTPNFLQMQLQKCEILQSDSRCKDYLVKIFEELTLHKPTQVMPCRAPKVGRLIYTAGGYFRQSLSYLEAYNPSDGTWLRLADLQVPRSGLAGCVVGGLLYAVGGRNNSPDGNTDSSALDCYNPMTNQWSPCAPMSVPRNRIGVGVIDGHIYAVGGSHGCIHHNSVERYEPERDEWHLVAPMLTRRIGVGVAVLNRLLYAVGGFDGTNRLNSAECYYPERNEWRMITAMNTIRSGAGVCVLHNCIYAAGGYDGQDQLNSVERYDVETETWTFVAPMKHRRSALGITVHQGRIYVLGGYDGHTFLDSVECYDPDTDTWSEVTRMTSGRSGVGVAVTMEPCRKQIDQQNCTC
# SUMO Mot1 rescue – SUMOylation pathway inhibition by Mot1-301 growth rescue. growth rescue, % at 18.8 µM. S. cerevisiae Mot1-301 growth rescue, ATP luminescence, 38.5C; percent above DMSO median, 100 means doubled. 320,000 tested, 1% active;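 active = every valid replicate shows activation above 250% relative to neutral control wells; inactive = the rest, any valid replicate at or below 250%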;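 also: OY570 slx delta 5 strain wells were the positive control but not used for scaling; some compounds called inactive have numbers as strong as hits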
# Rtt109 HAT inh – inhibitors of Candida albicans Rtt109/Vps75 histone acetyltransferase; 330,000 tested, 0.16% active; Q5AAJ8; AID 540336; purified Rtt109/Vps75, ThioGlo CoA-SH fluorescence, 4 h; inhibition, % at 34.9 µM;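 active = inhibition of at least 50% in every replicate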
# PfHsp90 yeast 2 – inhibits growth of yeast expressing Plasmodium falciparum Hsp90; AID 504621; inhibition, % at 9.4 µM; 310,000 tested, 0.32% active; S. cerevisiae expressing PfHsp90, BacTiter-Glo ATP, 48 h; yeast lacking PDR1 and PDR3 efflux regulators;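 active = every replicate shows inhibition above about 80%, whatever the replicate mean, limit read from the data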;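 also: 0% = DMSO neutral controls and 100% = 20 µM radicicol positive controls; yeast relying on Plasmodium falciparum Hsp90 in place of its own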
# CDK5 p35 inh – inhibitors of human CDK5/p35 kinase | Q00535+Q15078 | Recombinant CDK5/p35, ADP-Glo luminescence, 60 min | inhibition, % at 10 µM | 330,000 tested, 0.01% active;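 active = highest replicate inhibition of at least 50% and at least 75% of replicates reaching 50%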;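 also: plate controls were DMSO neutral control for no effect and GW8510 at 10 µM for full effect; many of its hits are not listed in these tables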
# dFosB act – enhances mouse delta FosB homodimer DNA binding; purified delta FosB, TAMRA-CDK5 oligo fluorescence polarization; percent of positive-control signal above neutral wells; activation, % at 25 µM; 340,000 tested, 0.99% active; AID 493131;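 active = mean activation above about 17%, with every replicate also reaching it, limit read from the data, passing the limit was not always enough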;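 also: fluorescence polarization rise as delta FosB binds a TAMRA Cdk5 AP-1 oligo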
# Target sequence (P13346 whole entry, looked up): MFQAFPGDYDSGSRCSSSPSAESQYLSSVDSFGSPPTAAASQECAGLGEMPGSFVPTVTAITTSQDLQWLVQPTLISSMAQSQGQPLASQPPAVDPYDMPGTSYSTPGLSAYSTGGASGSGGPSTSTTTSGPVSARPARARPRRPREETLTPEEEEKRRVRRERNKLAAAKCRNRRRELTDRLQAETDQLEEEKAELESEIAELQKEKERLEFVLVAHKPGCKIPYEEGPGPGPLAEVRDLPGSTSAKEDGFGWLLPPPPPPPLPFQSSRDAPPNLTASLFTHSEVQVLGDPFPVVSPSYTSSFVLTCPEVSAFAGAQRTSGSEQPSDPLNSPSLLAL
# C-LANA FP – blocks KSHV LANA C-terminal domain binding to DNA. AID 504423. MBP-C-LANA/FAM-LBS DNA binding, fluorescence polarization. inhibition, % at 9 µM. 340,000 tested, 0.078% active;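 active = highest replicate inhibition at or above 60% at 9 µM, even if other replicates fall short; inactive = all replicates below 60% inhibition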;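 also: 0% = neutral control wells and 100% = 4 µM acridine orange control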
# PvdQ acylase – P. aeruginosa PvdQ acylase inhibition | purified PvdQ acylase, fluorescence plate reader | inhibition, % at 10 µM | 340,000 tested, 0.063% active | AID 488965; in the data active = inhibition above about 30%, passing the limit was not always enough;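 also: 0% = vehicle neutral wells and 100% = reference inhibitor wells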
# Cardiac RTF inh – cardiac RTF calcium desensitization; P19429+P45379; IANBD-labeled cardiac RTF, Ca2+ fluorescence; inhibition, % at 7.15 µM; 340,000 tested, 0.12% active; AID 493244;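 active = inhibition above the mean inhibition of all tested compounds plus 3 SD, cut at about 17% in these data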;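 also: assay run at fixed EC70 calcium of 1.6 mM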
# * hit, by the source's call; . = no result given.
SMILES,NSD2 inh,RTF Ca sens act,Keap1 Nrf2 FP,SUMO Mot1 rescue,Rtt109 HAT inh,PfHsp90 yeast 2,CDK5 p35 inh,dFosB act,C-LANA FP,PvdQ acylase,Cardiac RTF inh
Cc1nc(N/N=C\c2ccc3c(c2)OCO3)sc1C,.,-2,0,497*,11,23,-0.9,-11,-2.6,-2,-4
NC(N)=NC(N)=Nc1ccccc1,0,2,-5,9,10,-21,0.7,2,0.4,-3,-7
CN(Cc1ccccc1)C(=O)COc1ccccc1,-5,14,-3,-24,6,9,-0.4,1,-0.8,-8,-4
COc1cc(OC)cc(C(=O)N[C@H](C(=O)OCC(=O)Nc2ccc(C(N)=O)cc2)C(C)C)c1,-2,-1,-4,-1,-2,-18,1.2,-4,-1.0,-18,-9
CCC1CCc2c(sc(NC(=O)C3c4ccccc4Oc4ccccc43)c2C(N)=O)C1 (centres undefined),-1,-5,-5,6,6,-9,1.4,-1,1.2,-15,-2
CN(NC(=O)c1ccccc1F)c1ncccc1[N+](=O)[O-],-1,3,-6,-2,1,1,0.7,3,1.5,-8,5
O=C(NCCCN1CCOCC1)c1cc(-c2ccc(Cl)s2)nc2ccccc12,-1,1,-6,6,-18,.,-0.7,-15,-0.3,-5,-28
COc1ccc(NC(=O)Nc2ccc(C)cc2OC(F)F)cc1OC,0,-2,-1,12,-12,.,-1.2,-7,-0.3,-11,-6
CC(Cc1ccccn1)NC(=O)c1ccc(OC2CCN(CCc3ccccc3)CC2)cc1 (centres undefined),0,-3,0,.,1,12,-0.3,-6,-1.2,1,8
Cc1ccc(S(=O)(=O)Nc2ncnc3sc(C)c(C)c23)cc1,2,0,0,18,-4,-6,-0.6,2,-0.2,-14,1
COc1cccc(N2CCN(Cc3ccsc3)CC2)c1,17,0,-6,-14,0,11,-0.6,-1,1.2,-16,-8
Cc1cc(C(=O)OCC(=O)NCc2ccccc2)c(C)o1,-2,3,1,.,-7,.,-2.8,-2,-0.2,-20,-7
CCOC(=O)c1c(C)oc2ccc(OCC(=O)C(C)(C)C)cc12,-10,-6,5,101,-1,3,-1.2,-1,1.2,-4,0
Cc1ccc(NC(=O)c2sc3ncn(CC(=O)N4CCN(c5ccccn5)CC4)c(=O)c3c2C)cc1Cl,-1,-3,-4,-2,-2,-34,0.3,35*,0.9,-16,-2
CCC(C(=O)OCC(=O)Nc1ccc(SC(F)F)cc1)c1ccccc1 (centres undefined),-3,2,2,.,.,1,0.1,-5,-1.5,-3,-17
CCOC(=O)CC1=C(C(=O)OCC)C(c2ccc(OC)c(OC)c2)C(C#N)=C(N)O1 (centres undefined),-1,6,-6,20,-10,.,0.1,-1,4.0,-12,-7
CC(CCc1ccccc1)NC(=O)Cc1ccccc1 (centres undefined),-1,-2,1,-15,-3,-11,-1.9,1,2.3,1,6
CCCCn1c(N)c(N(CCOC)C(=O)c2cnc(C)cn2)c(=O)[nH]c1=O,5,3,2,-4,-9,.,-1.1,4,1.7,-1,-1
CCOc1ccc(CNC(=S)N/N=C/c2ccncc2)cc1,3,-5,1,-9,-13,5,2.6,-9,-1.6,14,6
O=C(Nc1ccc(N2CCOCC2)cc1N1CCOCC1)c1ccc(Br)cc1,-2,-3,3,-4,-5,2,-1.5,-9,2.8,-20,1
Nc1cc(C(=O)c2cccs2)ccc1Cl,18,1,3,5,8,-7,1.0,6,0.8,2,-1
COc1ccc(-c2cc(CNC(=O)CN(C)Cc3ccccc3)on2)cc1,0,-2,0,20,4,10,-0.4,1,0.5,1,-9
CCOc1ccc(C2/C(=C(\O)c3ccc(OC)c(OC)c3)C(=O)C(=O)N2c2cc(C)on2)cc1OC (centres undefined),-2,4,1,-9,-1,-4,-1.5,4,1.3,5,-7
CCOCCN1CCN(C(=O)CN2CCCC2=O)CC1,0,-5,3,-4,2,10,-0.7,-4,0.2,-2,6
O=C(Nc1ccc(F)cc1Cl)C1=COCCO1,3,-11,9,9,19,.,-0.6,-2,1.2,15,-8

# 3 entries already listed, sorted by the number in Keap1 Nrf2 FP, descending:
compound,Keap1 Nrf2 FP
O=C(Nc1ccc(F)cc1Cl)C1=COCCO1,9
CCOc1ccc(CNC(=S)N/N=C/c2ccncc2)cc1,1
Cc1ccc(NC(=O)c2sc3ncn(CC(=O)N4CCN(c5ccccn5)CC4)c(=O)c3c2C)cc1Cl,-4

# Additional entries follow:
SMILES,NSD2 inh,RTF Ca sens act,Keap1 Nrf2 FP,SUMO Mot1 rescue,Rtt109 HAT inh,PfHsp90 yeast 2,CDK5 p35 inh,dFosB act,C-LANA FP,PvdQ acylase,Cardiac RTF inh
O=C(NCc1ccc2c(c1)OCO2)c1ccc(S(=O)(=O)C(F)F)cc1,1,1,2,155,-5,1,-1.0,-5,-2.1,5,-1
CCCCN(C)Cc1c(C)[nH]c2ccccc2c1=O,1,0,-4,160,-3,30,0.0,-2,0.2,-15,-14
Cc1cc(C)c2sc(N(CCCN(C)C)C(=O)c3ccc(S(=O)(=O)N4CCc5ccccc5C4)cc3)nc2c1,1,5,-2,-1,-2,-17,1.2,100*,-2.8,-15,0
CC1=Nc2cc(C(=O)O)ccc2Sc2ccc(Br)cc21,.,0,-5,-2,20,-9,-3.5,-8,0.3,-11,-1
CC(C)c1cc(C(N)=O)c(NC(=O)C2CCC2)s1,1,-1,-2,0,-3,10,0.4,-1,-1.6,-11,-6
CCCCCCCC(=O)Nc1cc(C(=O)NCCC)ccc1N1CCC2(CC1)CC(c1ccccc1)=NO2,.,0,4,0,-6,-7,1.2,1,-0.7,-11,-2
CCCn1cc(S(=O)(=O)CC(=O)Nc2ccc(OC)cc2OC)c2ccccc21,0,-3,2,-11,-3,-35,-3.6,-5,-0.2,-10,-8
CN1CCN(CCC(=O)N/N=C/c2cc([N+](=O)[O-])ccc2O)CC1,-2,8,-2,5,-11,-5,-0.3,3,-0.6,-6,-19
CCC(C)(C)NC(=O)C(c1ccccc1)N(Cc1cccnc1)C(=O)c1csnn1 (centres undefined),-2,-4,2,-15,-5,12,-0.7,-3,-0.6,-16,1
Cn1cc(CC(=O)NCCCN2CCCC2=O)c2ccccc21,.,8,-5,4,5,10,0.0,-1,0.1,4,-9
COCCNC(=O)c1ccc2c(c1)nc(C)n2-c1cccc(F)c1,3,-3,-5,372,20,.,3.1,-2,-0.6,-5,-2
O=C(c1ccco1)N1CCN(c2ncccn2)CC1,.,-2,-1,-15,-4,-31,0.6,-5,-0.8,-9,3
COc1ccc(OC)c(-c2cc(C(=O)Nc3c(C)nn(Cc4ccccc4Cl)c3C)no2)c1,-2,3,0,571*,-2,-17,-1.7,-3,0.1,-8,0
COc1cc(CCN2C(=O)c3cccc4cccc(c34)C2=O)c(S(=O)(=O)NCCO)cc1OC,1,7,-4,108,10,24,-0.5,12,-0.2,-20,-11
Cc1ccc(-n2ncc(Cl)c2C(=O)NC2CC2)cc1,0,2,-2,143,-7,21,1.8,1,0.2,-14,-3
Cc1ccccc1Nc1nc(N)nc(COC(=O)c2c(C)noc2C)n1,-2,-6,-4,13,0,.,0.4,-4,0.9,-11,4
CCOc1ccccc1N1CC(C(=O)N(C)Cc2cccnc2)CC1=O (centres undefined),13,-2,-2,-11,-3,-2,0.5,-3,0.3,-3,-8
CC1CCc2cc(F)ccc2N1C(=O)C12CCC(C)(C(=O)O1)C2(C)C (centres undefined),1,.,-1,-4,25,-2,2.2,-10,-0.6,9,.
O=C(CSc1nnc2ccc(-c3cccnc3)nn12)Nc1cccc(F)c1,-1,1,2,.,-2,28,-0.8,-13,2.1,-5,-4
c1ccc2c(c1)nc(N1CCCCC1)c1ccccc12,-8,-5,2,57,-13,-10,-0.6,-9,0.2,0,-7
O=C(N/N=C/c1ccccc1C(F)(F)F)c1ccc(O)cc1,6,0,2,8,7,12,0.0,-6,-0.9,5,-5
COc1ccc(-n2nc3c(c2NC(=O)CBr)CSC3)cc1,2,-2,-5,11,-1,20,-4.4,1,-1.7,-14,-7
Cc1ccc(CC(=O)N2CCC(c3nc4c(nnn4Cc4ccccc4)c(=O)[nH]3)CC2)cc1,.,-3,-4,0,3,0,-0.4,-10,0.9,2,-2
CCN1C(=O)/C(=C/c2cccs2)S/C1=N\S(=O)(=O)c1ccc(C)cc1,-4,5,-6,0,-2,13,-0.5,-6,-0.6,-17,-14
O=[N+]([O-])c1cccc(C=NNc2ccccc2)c1,3,2,0,.,-4,0,0.4,5,-0.8,5,-5
# (more compounds)
SMILES,NSD2 inh,RTF Ca sens act,Keap1 Nrf2 FP,SUMO Mot1 rescue,Rtt109 HAT inh,PfHsp90 yeast 2,CDK5 p35 inh,dFosB act,C-LANA FP,PvdQ acylase,Cardiac RTF inh
Cn1c(=O)c2c(SC3CCCC3)nc(C3CC3)nc2n(C)c1=O,.,-4,1,-5,-6,-24,-0.6,-7,1.1,-8,-3
COC(=O)c1cc(NC(=O)COC(=O)CCc2nc3ccccc3c(=O)[nH]2)cc(C(=O)OC)c1,9,-4,-7,10,-2,-9,3.9,0,-2.3,4,-3
CCc1cccc(NC(=O)C2CCCN(c3cnccn3)C2)c1 (centres undefined),-3,7,-5,.,2,10,-0.9,-5,-0.7,-18,-5
O=C1CC(SCCc2nc3ccccc3[nH]2)C(=O)N1c1ccc(F)cc1 (centres undefined),1,-4,3,54,7,4,-0.9,0,-0.6,0,-2
CN1CCNC(=O)C1CC(=O)NCCC1=CCCCC1 (centres undefined),3,10,-5,6,1,7,-5.6,-4,0.6,-1,-3
Cc1ccc(NC(=O)CSc2nc3ccccc3c(=O)n2CCCC(=O)NCCCN2CCOCC2)cc1C,5,-3,-3,6,15,-2,-1.2,7,-0.2,-3,13
COc1ccc(NC(=O)CC23CC4CC(C2)CC(n2nnc(C)n2)(C4)C3)cc1,3,1,0,-5,6,-18,1.5,-5,2.6,12,4
NS(=O)(=O)c1ccc(NC(=S)NCc2ccc(Cl)cc2)cc1,2,3,-7,-23,-6,.,0.6,-3,-3.5,-12,-6
CSC(=Nc1ccc(Cl)cc1)N[n+]1ccccc1,0,-1,-1,-6,1,-4,0.2,2,0.0,-11,-7
Cc1ccc(NC(=O)CN2CCN(Cc3ccccc3)CC2)c(Br)c1,0,-4,2,37,0,9,1.1,-7,-2.7,-15,-3
COc1ccccc1NC(=O)C(=O)N/N=C(\C)CC(=O)Nc1ccccc1C(F)(F)F,-9,-2,-5,18,-8,3,-0.9,-3,-0.1,-13,-13
O=C(CN1C(=O)NC2(CCCC2)C1=O)N1CCN(S(=O)(=O)c2ccc(Cl)c(C(F)(F)F)c2)CC1,-9,0,-2,-2,1,.,1.5,-4,0.5,-12,-1
CCOCC(=O)Nc1nnc(C)s1,-1,6,-5,-2,-2,-3,-2.6,-1,2.2,-17,-3
Nc1nc(Cl)c(C=O)c(N2CCCCC2)n1,0,-2,-5,1,-4,10,0.9,-2,1.3,-12,-4
Cc1ccc(NC(=O)CNc2cccc(Br)c2)cc1S(=O)(=O)N1CCOCC1,-2,5,-1,0,1,2,-1.4,-14,0.4,-16,-8
COc1cc(C2C(C#N)=C(N)Oc3cc(O)ccc32)cc2c1OCO2 (centres undefined),.,-5,2,-2,10,1,0.8,-7,-0.6,7,-9

# This is a random part of the collection; overall some 3.2% were active at least once.
